# Compound activity (PubChem)
# PMI inhibition: human PMI inhibitors, high substrate, primary screen, biochemical, fluorescence intensity, high mannose 6-phosphate (AID 1220); recombinant PMI enzyme, coupled fluorescence intensity; higher % means a stronger effect; one-dose inhibition, % at 20 µM; IC50 in µM for titrated hits; 190,000 tested, 0.66% active
# SIAH1 antagonists: blockers of Siah-1 interaction with plectin peptide – biochemical, fluorescence polarization, rhodamine-plectin, uHTS, primary screen (AID 1817) | Siah-1 / rhodamine-plectin peptide fluorescence polarization; higher % means a stronger effect | one-dose displacement, % at 20 µM; IC50 in µM for titrated hits | 290,000 tested, 0.02% active;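 active = displacement of at least 50% at 20 µM, with a fluorescence ratio check between 0.3 and a set limit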;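 also: plate controls were Siah plus tracer with DMSO for no effect and tracer alone without Siah for full effect; strong numbers were not always called active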
# PMI inhibitors: inhibitors of human PMI, primary screen, biochemical, fluorescence intensity, coupled assay (AID 1209) | purified PMI enzyme, coupled fluorescence intensity; higher % means a stronger effect | inhibition, % at 20 µM; hits with a dose series show IC50 in µM | 190,000 tested, 0.42% active;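 also: plate controls were DMSO vehicle for no effect and wells lacking substrate for full effect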
# Myeloid diff MLP: promotes myeloid progenitor differentiation; ER-HoxA9 myeloid progenitors, lysozyme-GFP differentiation, flow cytometry; calls only at 10 µM; 360,000 tested, 1% active;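 active = normalized GFP-positive differentiation at or above the plate's own cutoff, the solvent-only control mean plus 3 SD; inconclusive = no clear call, values can overlap the other calls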;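 also: cells exposed to compound for four days before flow analysis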
# TNAP activation fold: stimulation of alkaline phosphatase TNAP activity – biochemical, luminescent, no phosphate acceptor, uHTS, primary screen (AID 1001); purified TNAP, luminescent activation assay, no phosphate acceptor; higher activation fold means a stronger effect; one-dose activation fold at 20 µM; EC50 in µM for titrated hits; 200,000 tested, 0.03% active; in the data active = activation fold from about 3, or a potency from the dose series; inactive = the rest, 99 in 100 with activation fold below about 1.6; also: many of its hits are not listed in these tables
# PhoP inhibition: inhibitors of PhoP regulon expression, primary screen, Salmonella Typhimurium, GFP reporter (AID 1863). 300,000 tested, 0.16% active. S. Typhimurium PhoP-regulated promoter GFP reporter, 4 h; higher % means a stronger effect. inhibition, % at 50 µM, or IC50 in µM where a hit was titrated;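 active = inhibition over 29.93%, a cutoff 3 SD above the screen mean, later confirmed by dose response; inconclusive = inhibition over 29.93% but no dose response follow-up; inactive = inhibition at most 29.93% or unconfirmed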;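 also: 0% = low Mg2+ inducing control and 100% = high Mg2+ repressing control; strong numbers were not always called active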
# WT yeast gro inh: growth inhibition of WT yeast, mitochondrial fusion screen; mitochondrial fusion phenotypic screen, WT strain; 190,000 tested, 2.1% active; inhibition, % at 10 µM; AID 1362; in the data active = inhibition above about 58%; tested in S. cerevisiae
# RSV CPE inhibition: RSV antiviral activity via CPE protection, HEp-2 cells, primary 10 µM value included (AID 2391); HEp-2 cells, RSV-induced CPE inhibition; higher % means a stronger effect; CPE inhibition, % at 10 µM; hits with a dose series show IC50 in µM; 310,000 tested, 0.13% active; in the data active = a potency from the dose series; inconclusive = CPE inhibition mostly from about 23% at the one dose, without a potency; inactive = the rest, 99 in 100 with CPE inhibition below about 21%; also: strong numbers were not always called active
# XIAP antagonists: small molecules displacing peptide from XIAP – biochemical, IAP family, fluorescence polarization (AID 1018) | XIAP BIR domain, fluorescence polarization peptide displacement; higher % means a stronger effect | displacement, % at 20 µM; hits with a dose series show IC50 in µM | 200,000 tested, 0.007% active; in the data active = displacement above about 50%; also: a part of the inactive calls stands beside numbers as strong as those of hits
# WT yeast gro inh mutant strain: also measured in WT yeast gro inh; calls as there; inhibition, %; mitochondrial fusion phenotypic screen, mutant strain inhibition
# Myeloid diff MLP GFP+ MAC1+ %: also measured in Myeloid diff MLP; calls as there; GFP+ MAC1+ double positive, %; measured here: differentiation confirmed by MAC1 staining
# Numbers without * were called inactive; i = inactive; ? = inconclusive; · = not tested or not shown; + = active, no number. Rule as the data show it, unless noted: active = inhibition above about 50%; inactive = the rest.
entry	compound	PMI inhibition	SIAH1 antagonists	PMI inhibitors	Myeloid diff MLP	Myeloid diff MLP GFP+ MAC1+ %	TNAP activation fold
1	CCSc1nnc2c(n1)OC(c1ccc(C(=O)O)cc1)N(C(C)=O)c1ccccc1-2 (stereo not given)	0%	2%	-5%	i	8.3	1.1
2	CC(C)NC(=O)C(=O)NCCc1ccc(Cl)cc1	-6%	2%	-4%	i	1.0	1.2
3	C=CCc1c(C)nc(SC)nc1Nc1ccccc1	6%	-1%	3%	i	1.2	1
4	CCCn1c(N2CCN(CC(=O)c3c(C)n(C)c4ccccc34)CC2)nc2c1c(=O)[nH]c(=O)n2C	-2%	4%	1%	i	0.7	1
5	O=[N+]([O-])c1ccccc1/C=C/CN1CCC(O)CC1	·	7%	·	i	0.0	·
6	CCOC(=O)c1c(/N=C/C2C(=O)CC(C)(C)CC2=O)sc2c1CCCC2	7%	5%	2%	i	1.5	1
7	Cc1ccc(S(=O)(=O)N2CCC(C(=O)N[C@@H](C)C(=O)NCCc3ccccc3)CC2)cc1	7%	0%	3%	i	0.5	1.1
8	O=S(=O)(c1ccccc1)N1CCC(=NO)CC1	14%	13%	12%	i	0.3	1
9	COc1cccc(/C=C/c2ccc3ccccc3n2)c1OC(C)=O	14%	0%	19%	i	0.0	1
10	Cc1cc(NS(=O)(=O)c2ccc(NC(=S)NC(=O)c3ccc(C(C)(C)C)cc3)cc2)no1	6%	10%	14%	i	0.9	0.8

entry	PhoP inhibition	WT yeast gro inh	WT yeast gro inh mutant strain	RSV CPE inhibition	XIAP antagonists
1	-3%	3	5	0.2%	-4.2%
2	-15%	0	-17	1.3%	-0.2%
3	4%	1	-1	3.8%	-9.3%
4	9%	-12	2	?	-7.2%
5	7%	·	·	0.8%	·
6	3%	10	8	7.5%	-5.7%
7	19%	12	3	-1.0%	0.5%
8	-2%	2	2	0.6%	-7.0%
9	-5%	12	9	?	-4.8%
10	-11%	3	2	?	0.0%

# (continued)
entry	compound	PMI inhibition	SIAH1 antagonists	PMI inhibitors	Myeloid diff MLP	Myeloid diff MLP GFP+ MAC1+ %	TNAP activation fold
11	Cc1ccc(S(=O)(=O)N(CC2CO2)c2cccc([N+](=O)[O-])c2)cc1 (stereo not given)	·	1%	·	?	·	·
12	COc1c(S(=O)(=O)N2CCN(C(=O)c3ccco3)CC2)ccc(Cl)c1Cl	·	0%	·	i	0.5	·
13	Cc1cc(C)cc(C(=O)NCC(=O)NCCc2c[nH]c3ccccc23)c1	·	2%	·	i	0.8	·
14	CCOC(=O)N1CCN(CC(=O)Nc2c(C(=O)OC)[nH]c3cccc(Cl)c23)CC1	2%	13%	2%	i	1.5	1.1
15	Cc1cc(C)cc(N(CC(=O)NC2CCCC2)C(=O)CCC(=O)Nc2cc(C)ccn2)c1	·	0%	·	i	0.5	·
16	Oc1ccc(N2CCN(c3nnnn3-c3ccccc3)CC2)cc1	40%	11%	16%	+	1.6*	1.1
17	Cc1nc(Cc2nnc(SCc3nc(N)nc(Nc4ccccc4C)n3)o2)cs1	0%	-2%	-12%	i	1.8	1
18	CC1CCCN(Cc2ccc(OCc3ccccc3)cc2)C1 (stereo not given)	·	-3%	·	i	0.3	·
19	CC(=O)NN1C(=O)c2ccccc2NC1c1ccccc1O (stereo not given)	·	-1%	·	i	0.7	·
20	Cc1cccc(C(=O)Nc2ccc(N3CCN(S(C)(=O)=O)CC3)cc2)c1	14%	-4%	1%	·	·	1.1

entry	PhoP inhibition	WT yeast gro inh	WT yeast gro inh mutant strain	RSV CPE inhibition	XIAP antagonists
11	11%	·	·	0.5%	·
12	-14%	·	·	17%	·
13	1%	·	·	1.1%	·
14	-3%	-2	4	2.5%	-5.3%
15	-5%	·	·	1.4%	·
16	-1%	-9	5	1.4%	-3.6%
17	10%	5	-2	0.6%	0.4%
18	-4%	·	·	-0.3%	·
19	4%	·	·	1.9%	·
20	0%	14	9	-1.9%	-10%

# The list continues.
entry	compound	PMI inhibition	SIAH1 antagonists	PMI inhibitors	Myeloid diff MLP	Myeloid diff MLP GFP+ MAC1+ %	TNAP activation fold
21	Cc1ccc(NC(=O)C(=O)NNC(=O)c2cccs2)cc1	0%	1%	-2%	i	0.4	1.8
22	CS(=O)(=O)N1CC(C(=O)O)Oc2ccc(CC(=O)O)cc21 (stereo not given)	-19%	-4%	-21%	·	·	1.1
23	CCCc1nnc(NC(=O)CCC(=O)N2CCN(CCOc3ccc(C)cc3)CC2)s1	0%	2%	3%	i	1.0	1
24	COc1ccccc1Oc1nnnn1-c1ccc(C(N)=O)cc1	11%	-4%	12%	i	15	1
25	CCCCCNCc1ccc(Cl)cc1	6%	-2%	8%	i	0.5	1
26	Cc1ccccc1NS(=O)(=O)c1ccc(F)cc1	12%	-1%	13%	i	3.3	1
27	CC1=C(C(=O)Nc2cccnc2)C(c2ccc3c(c2)OCO3)C2=C(CCCC2=O)N1 (stereo not given)	9%	0%	10%	i	0.4	1.1
28	COCCn1nnnc1C(C(C)C)N1CCCC(C)C1 (stereo not given)	0%	5%	6%	i	1.6	1.1
29	Clc1cccc(OCCN2CCOCC2)c1	-5%	5%	8%	i	2.0	1
30	CCOC(=O)N1CCN(C(=O)CCCn2c(=S)[nH]c3ccsc3c2=O)CC1	-2%	15%	-3%	i	1.3	1.1

entry	PhoP inhibition	WT yeast gro inh	WT yeast gro inh mutant strain	RSV CPE inhibition	XIAP antagonists
21	-6%	1	13	0.9%	-2.4%
22	-5%	12	6	3.1%	-4.5%
23	10%	-5	-6	5.6%	-6.1%
24	13%	-24	8	0.4%	-14%
25	11%	-9	4	1.1%	-5.9%
26	5%	-5	-2	8.2%	-0.1%
27	-7%	-16	0	0.9%	-8.6%
28	-11%	-17	-9	0.4%	-6.1%
29	13%	0	-6	2.5%	-5.0%
30	-3%	-4	21	3.4%	-3.6%

# Already shown: an excerpt of the list.
entry	compound	PMI inhibition	SIAH1 antagonists	PMI inhibitors	Myeloid diff MLP	Myeloid diff MLP GFP+ MAC1+ %	TNAP activation fold
19	CC(=O)NN1C(=O)c2ccccc2NC1c1ccccc1O (stereo not given)	·	-1%	·	i	0.7	·
20	Cc1cccc(C(=O)Nc2ccc(N3CCN(S(C)(=O)=O)CC3)cc2)c1	14%	-4%	1%	·	·	1.1
21	Cc1ccc(NC(=O)C(=O)NNC(=O)c2cccs2)cc1	0%	1%	-2%	i	0.4	1.8
22	CS(=O)(=O)N1CC(C(=O)O)Oc2ccc(CC(=O)O)cc21 (stereo not given)	-19%	-4%	-21%	·	·	1.1
23	CCCc1nnc(NC(=O)CCC(=O)N2CCN(CCOc3ccc(C)cc3)CC2)s1	0%	2%	3%	i	1.0	1
24	COc1ccccc1Oc1nnnn1-c1ccc(C(N)=O)cc1	11%	-4%	12%	i	15	1
25	CCCCCNCc1ccc(Cl)cc1	6%	-2%	8%	i	0.5	1
26	Cc1ccccc1NS(=O)(=O)c1ccc(F)cc1	12%	-1%	13%	i	3.3	1
27	CC1=C(C(=O)Nc2cccnc2)C(c2ccc3c(c2)OCO3)C2=C(CCCC2=O)N1 (stereo not given)	9%	0%	10%	i	0.4	1.1
28	COCCn1nnnc1C(C(C)C)N1CCCC(C)C1 (stereo not given)	0%	5%	6%	i	1.6	1.1

entry	PhoP inhibition	WT yeast gro inh	WT yeast gro inh mutant strain	RSV CPE inhibition	XIAP antagonists
19	4%	·	·	1.9%	·
20	0%	14	9	-1.9%	-10%
21	-6%	1	13	0.9%	-2.4%
22	-5%	12	6	3.1%	-4.5%
23	10%	-5	-6	5.6%	-6.1%
24	13%	-24	8	0.4%	-14%
25	11%	-9	4	1.1%	-5.9%
26	5%	-5	-2	8.2%	-0.1%
27	-7%	-16	0	0.9%	-8.6%
28	-11%	-17	-9	0.4%	-6.1%

# The results go on.
entry	compound	PMI inhibition	SIAH1 antagonists	PMI inhibitors	Myeloid diff MLP	Myeloid diff MLP GFP+ MAC1+ %	TNAP activation fold
31	CCN(CC)CC(=O)NCc1cc(-c2ccc(OC)cc2)no1	1%	-4%	1%	i	1.1	1
32	O=C(NCC1(N2CCCCC2)CCCCC1)C1CC(=O)N(c2ccc3c(c2)OCCO3)C1 (stereo not given)	10%	-8%	15%	i	0.2	1.1
33	COc1ccc(-c2nc(CS(=O)CC(=O)NCc3cccnc3)c(C)o2)cc1 (stereo not given)	13%	1%	5%	i	2.6	1.1
34	FC(F)(F)c1ccccc1C1C2=C(Nc3ncnn31)c1ccccc1CCC2 (stereo not given)	-14%	-7%	-2%	·	·	1
35	CC1CC(C)CN(C(=O)Cn2c(SCC(=O)N3CCc4ccccc4C3)nc3ccccc32)C1 (stereo not given)	-2%	8%	-6%	i	0.7	1.1
36	Cc1ccc(NC(=O)c2ccc(N/N=C/c3cccc(O)c3)c([N+](=O)[O-])c2)cc1	-6%	-4%	5%	i	0.4	0.8
37	CN1C(=O)/C(=C/c2ccc(O)c([N+](=O)[O-])c2)NC1=S	11%	5%	12%	i	0.4	0.8
38	N#C/C(=C\c1ccco1)C(=O)NCC1CCCO1 (stereo not given)	4%	4%	11%	i	0.2	1.1
39	O=C(Cc1ccccc1[N+](=O)[O-])N1CCN(c2ccccc2F)CC1	6%	-2%	-1%	i	0.4	1.1
40	COc1cc(CC2COC(=O)C2(O)Cc2ccc(O)c(OC)c2)ccc1O (stereo not given)	·	8%	·	i	1.9	·

entry	PhoP inhibition	WT yeast gro inh	WT yeast gro inh mutant strain	RSV CPE inhibition	XIAP antagonists
31	17%	-11	1	0.4%	-7.8%
32	5%	-7	14	-0.4%	-1.7%
33	13%	-3	2	2.0%	-5.1%
34	12%	9	-10	·	3.8%
35	-6%	-8	-8	-0.6%	-3.4%
36	-1%	-1	-3	?	0.9%
37	-5%	-8	7	1.7%	-1.5%
38	3%	2	6	3.2%	-2.5%
39	2%	-11	-15	3.7%	-7.2%
40	3%	·	·	2.1%	·

# The list continues:
entry	compound	PMI inhibition	SIAH1 antagonists	PMI inhibitors	Myeloid diff MLP	Myeloid diff MLP GFP+ MAC1+ %	TNAP activation fold
41	O=C1CN(C(=O)c2ccccc2F)C(c2ccc(F)cc2)c2cc(Br)ccc2N1 (stereo not given)	·	8%	·	i	0.2	·
42	O=C(Nc1ccccc1)/C(=C/c1cccnc1)NC(=O)c1ccco1	-3%	7%	2%	i	0.2	1.1
43	OC(COc1cccc2ccccc12)CN1CCN(c2cccc(Cl)c2)CC1 (stereo not given)	·	2%	·	i	0.3	·
44	CCn1cc(CNCc2cn[nH]c2-c2cc3ccccc3o2)cn1	1%	-3%	2%	i	0.3	1

entry	PhoP inhibition	WT yeast gro inh	WT yeast gro inh mutant strain	RSV CPE inhibition	XIAP antagonists
41	1%	·	·	3.0%	·
42	4%	-7	-2	0.9%	-0.9%
43	-3%	·	·	6.9%	·
44	5%	3	15	-1.6%	3.8%
